Compound activity from PubChem BioAssay.
NALP3 yeast inh: NALP3 inflammasome inhibitors in reconstituted yeast, primary screen, luminescence, uHTS. Yeast reconstituted NLRP3/ASC/caspase-1, beta-gal luminescence, 24 h. 0.39% of 330,000 active. inhibition, % at 10 µM. AID 2825, 2010;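 active = inhibition of 50% or more; inactive = inhibition below 50%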;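 also: plate controls were induced DMSO wells for no effect and uninduced yeast grown without galactose for full effect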
MPTP inh: mitochondrial permeability transition pore inhibitors, primary screen, biochemical, isolated mouse mitochondria, absorbance | Ca2+ swelling absorbance, 30 min | inhibition, % at 10 µM | 1.4% of 360,000 active;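 active = inhibition of 50% or more, scaled per plate between neutral and stimulator controls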;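 also: 0% = DMSO wells given calcium and 100% = 1 mM EGTA wells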
GRIN3A LBD mod: binders of NR3A ligand-binding domain, primary screen, biophysical, differential scanning fluorimetry, uHTS; NR3A LBD differential scanning fluorimetry, Tm shift; 0% = protein alone, 100% = glycine-bound protein; Tm shift relative to glycine control, % at 25 µM; 2.5% of 340,000 active;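 active = melting temperature shift of at least 10% of the positive control shift, at one fixed dose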
MIN6 prolif: inducers of MIN6 beta-cell proliferation, primary screen, ATP luminescence, uHTS. MIN6 cells proliferation, ATPlite luminescence, 48 h; cells starved in 0.2% serum; 100% = growth in 10% serum. proliferation, % at 10 µM. 0.29% of 330,000 active. AID 2380, 2010;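 active = compounds whose signal lies at least 3.5 SD above the mean of all wells on their plate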;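 also: 0% = DMSO-treated cells in low-serum medium and 100% = 10% serum control; some compounds called inactive have numbers as strong as hits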
tim23-1 inh: growth inhibitors of tim23-1 mutant yeast, primary screen, luminescence, uHTS; S. cerevisiae tim23-1 growth, BacTiter-Glo luminescence, 24 h; inhibition, % at 20 µM; 1.3% of 330,000 active;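 active = growth inhibition of the mutant yeast at or above 50%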;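 also: temperature-sensitive mutant grown at 25 °C; plate controls were DMSO-treated mutant yeast for no effect and medium wells lacking yeast for full effect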
APJ ag: agonists of human apelin receptor APJ, primary screen, CHO-K1 cells, PathHunter beta-arrestin, luminescence. P35414. 0% DMSO wells, 100% apelin. activation, % at 20 µM. 0.11% of 330,000 active;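 active = activation more than six SD over the plate average, tested at 20 µM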;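 also: 0% = DMSO alone and 100% = apelin-13 at 10 nM; some results filed as inactive read as strong as hits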
Target sequence (P35414 whole entry, looked up): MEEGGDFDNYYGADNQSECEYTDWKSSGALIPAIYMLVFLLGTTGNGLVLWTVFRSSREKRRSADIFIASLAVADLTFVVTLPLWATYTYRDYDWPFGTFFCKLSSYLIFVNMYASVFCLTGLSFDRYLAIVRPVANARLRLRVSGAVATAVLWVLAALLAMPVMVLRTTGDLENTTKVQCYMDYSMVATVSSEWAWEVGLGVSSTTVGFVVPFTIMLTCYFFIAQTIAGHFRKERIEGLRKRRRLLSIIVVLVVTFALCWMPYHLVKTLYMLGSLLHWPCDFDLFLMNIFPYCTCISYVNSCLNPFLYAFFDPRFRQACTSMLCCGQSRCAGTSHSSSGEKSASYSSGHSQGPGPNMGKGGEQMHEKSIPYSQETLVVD
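Test system: CHO-K1 APJ beta-arrestin complementation cell line | Compound: Single test compound dose, 20 µM final, 1% DMSO | Incubation: Compound 90 min 25 °C, reagent 1 h | Measured by: beta-gal luminescence | Read-out basis: APJ–arrestin association signal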
APJ antag: antagonists of human apelin receptor APJ, primary screen, CHO-K1 cells, beta-arrestin complementation, luminescence. P35414. inhibition, % at 20 µM. 0.32% of 330,000 active. AID 2521, 2010;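 active = inhibition above about 40% at 20 µM, limit read from the data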;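 also: cells challenged with 10 nM apelin-13 agonist together with compound; plate controls were apelin-13 plus DMSO wells for no effect and DMSO wells lacking apelin-13 for full effect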
TIM10 inh: growth inhibitors of isogenic TIM10 control yeast, primary screen, counter-screen for tim10-1 yeast inhibitor project, luminescence, uHTS | inhibition, % at 10 µM | 1.4% of 330,000 active | S. cerevisiae TIM10 strain growth, BacTiter-Glo luminescence, 24 h;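 active = inhibition of 40% or more at the single tested concentration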;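 also: wild-type TIM10 isogenic control strain grown at permissive 25 °C; 0% = DMSO yeast wells and 100% = minimal medium wells without yeast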
tim10-1 inh: growth inhibitors of tim10-1 mutant yeast, primary screen, luminescence, uHTS | inhibition, % at 20 µM | S. cerevisiae tim10-1 ts strain growth, BacTiter-Glo, 24 h | 2.2% of 330,000 active;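 active = inhibition of at least 40%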;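 also: mutant grown at 25 °C; 0% = DMSO wells with yeast and 100% = wells holding no yeast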
* marks the source's active call; other numbers are inactive results; . = no result given.

#1 Cc1ccc(S(=O)(=O)Nc2nc(-c3ccccc3)cs2)cc1
#2 O=C(Nc1ccc(F)c(Cl)c1)Nc1ccc(Cl)cn1
#3 COC(=O)c1sc2ncn(-n3c(C)ccc3C)c(=O)c2c1C
#4 CCN(CC)S(=O)(=O)c1cc(-c2nnc(-c3ccc(Br)cc3)o2)ccc1Br
#5 Fc1cccc(Cl)c1Cc1noc(/C=C/c2ccccc2)n1
#6 CC(=O)Nc1sc(N/N=C/c2ccccc2F)nc1-c1ccc(C)cc1
#7 O=C(COC(=O)c1nn(CCO)c(=O)c2ccccc12)Nc1ccc(Cl)c(Cl)c1
#8 O=C(Nc1cc(C(F)(F)F)ccc1N1CCOCC1)c1cn2ccccc2n1
Assay by compound	1	2	3	4	5	6	7	8
NALP3 yeast inh	14.5	-2.8	-6.7	10.7	19.7	13.9	-1.6	3.1
MPTP inh	0.8	87.4*	-1.9	0.9	-1.2	0.8	2.4	2.6
GRIN3A LBD mod	-3.6	-1.2	0.5	2.8	3.0	-0.2	-5.3	1.1
MIN6 prolif	-1.3	0.6	-0.7	-4.0	0.0	-1.9	1.4	3.6
tim23-1 inh	23.7	-0.8	13.0	9.0	7.8	28.0	10.4	14.7
APJ ag	30.3*	-2.9	0.5	4.9	-4.1	7.3	-1.7	-1.2
APJ antag	7.5	5.2	-3.0	-20.4	2.8	-14.8	2.9	2.9
TIM10 inh	4.9	-2.5	-9.2	-12.6	8.9	17.9	-1.0	3.9
tim10-1 inh	23.5	12.9	18.5	-6.2	-2.2	22.0	-22.4	4.1

#9 COCC(=O)n1nc(NCc2ccc(OC)cc2)nc1NCc1ccc(OC)cc1
#10 Cc1cc(C)cc(NC(=O)c2cc(=O)c3ccccc3o2)c1
#11 Cc1ccc(Cn2c(C(=O)O)cc3sccc32)cc1
#12 Cc1cc(C)c2cc(C(O)c3nnnn3Cc3ccccc3)c(=O)[nH]c2c1 (stereo unspecified)
#13 CCN(CC)S(=O)(=O)c1ccc(-c2nnc(SCC(N)=O)n2CC)cc1
#14 O=C(CSc1ncccn1)N1CCN(S(=O)(=O)c2ccccc2)CC1
#15 O=C(NC(=S)N1CCCCCC1)c1ccc(Cl)cc1Cl
#16 CCCOP(=O)(OCCC)C(Nc1cccc(C(F)(F)F)c1)c1ccc(C)cc1 (stereo unspecified)
Assay by compound	9	10	11	12	13	14	15	16
NALP3 yeast inh	16.6	38.0	27.6	-2.7	-0.6	11.6	29.8	12.5
MPTP inh	-1.2	-0.9	1.3	0.2	0.0	-0.2	-0.9	6.6
GRIN3A LBD mod	0.0	0.7	-8.0	-1.5	1.0	-2.1	1.1	-1.2
MIN6 prolif	0.0	-1.9	-0.5	-2.0	3.1	-4.0	-1.2	-6.2
tim23-1 inh	-11.8	-5.7	14.7	2.9	8.6	5.6	45.4	27.9
APJ ag	4.9	-2.3	5.1	0.4	-0.2	-5.7	-5.4	-2.6
APJ antag	13.6	16.5	13.8	0.4	4.3	-19.6	24.0	-6.5
TIM10 inh	-29.7	7.2	-2.8	8.7	0.3	-22.1	38.7	9.4
tim10-1 inh	2.2	9.0	25.7	17.2	15.4	-9.0	47.8*	30.6

#17 O=C(Nc1ccc(Cl)cc1)Nc1nc(-c2ccccc2)cs1
#18 Cc1ccc(-c2csc(NC(=S)NC(=O)/C=C/c3ccco3)n2)cc1
#19 CCN1CCCC1CNCc1cccc(OC)c1OCc1ccccc1 (stereo unspecified)
#20 CC(C)(C)OC(=O)NCCCC[C@H](NC(=O)c1nc[nH]c1C(=O)NC(c1ccccc1)c1ccccc1)C(=O)OC(C)(C)C
#21 O=C(COC(=O)c1ccc(Br)cc1)NCCC1=CCCCC1
#22 CN1CCC(N(C)S(=O)(=O)c2ccc(NC(=O)COc3ccc([N+](=O)[O-])cc3)cc2)CC1
#23 Cc1ccc(N/N=C/c2ccncc2)cc1
#24 COc1cc(CNn2nnnc2N)cc(Br)c1OCC(=O)NC(C)(C)C
Assay by compound	17	18	19	20	21	22	23	24
NALP3 yeast inh	15.3	3.7	6.8	12.6	-2.4	7.5	11.7	6.6
MPTP inh	94.1*	3.5	-0.8	-1.5	0.4	-0.3	0.3	0.4
GRIN3A LBD mod	11.5*	17.4*	0.6	-5.2	0.8	0.5	2.9	0.5
MIN6 prolif	-1.2	-4.1	0.0	-7.7	0.2	-1.6	1.4	-2.1
tim23-1 inh	-8.7	-4.6	8.9	7.1	0.4	4.4	28.2	10.6
APJ ag	-0.4	-4.9	4.9	-1.7	-5.5	-1.9	-5.1	-2.8
APJ antag	-11.5	29.8	1.3	6.0	8.6	16.4	-18.4	10.7
TIM10 inh	-6.3	12.6	-5.5	7.7	17.5	-7.5	-31.6	8.1
tim10-1 inh	-13.4	27.8	2.1	7.9	16.3	-2.8	-15.1	13.2

#25 CCN(C(=O)COC(=O)CN(C)S(=O)(=O)c1ccc(NC(C)=O)cc1)C1CCS(=O)(=O)C1 (stereo unspecified)
#26 OCc1cccc(Nc2ncnc3sc4c(c23)CCCCC4)c1
#27 COc1cc([N+](=O)[O-])ccc1NC(=O)CSc1nnc(C)c(C)n1
#28 CCC(=O)N1CCc2cc(S(=O)(=O)NCCC(=O)N3CCN(c4ccccc4)CC3)ccc21
#29 CC1(C)SC(=S)N(NC(=O)Nc2ccccc2)C1N(O)C(=O)Nc1cccc2ccccc12 (stereo unspecified)
#30 COc1cc(/C=C2/NC(=O)N(Cc3ccccc3F)C2=O)cc(OC)c1O
#31 CCN1CCN(C(=O)N[C@@H](C(=O)N[C@@H]2C(=O)N3[C@@H]2SC(C)(C)[C@@H]3C(=O)O)c2ccccc2)C(=O)C1=O
#32 O=S1(=O)N=C(N2CCN(c3ccc(F)cc3)CC2)c2ccccc21
Assay by compound	25	26	27	28	29	30	31	32
NALP3 yeast inh	11.2	33.6	0.6	12.0	8.6	16.8	-3.2	-4.8
MPTP inh	0.4	-0.1	-1.6	1.3	71.9*	2.0	.	-2.3
GRIN3A LBD mod	-1.9	-3.8	0.1	1.4	21.0*	1.4	.	0.1
MIN6 prolif	2.5	-0.3	-2.2	-0.7	-5.9	-0.5	5.0	0.1
tim23-1 inh	-6.6	31.5	5.7	0.6	30.8	18.7	13.4	-1.1
APJ ag	3.4	0.1	1.2	3.4	1.0	5.5	-4.0	-2.6
APJ antag	13.0	1.2	2.4	-2.9	-18.5	-43.8	-4.1	1.1
TIM10 inh	-1.6	11.9	13.4	0.9	14.3	8.6	7.1	-3.2
tim10-1 inh	-15.9	9.0	11.4	3.5	41.7*	30.3	5.2	3.6

#33 CN(CC(=O)OCC(=O)NCC(F)(F)F)S(=O)(=O)c1ccc(Cl)cc1
#34 O=C(NNC(=O)c1ccc(S(=O)(=O)N2CCCC2)cc1)c1ccc(Br)cc1
#35 CC1(C)CC(=O)c2sc(NC(=O)c3ccccc3)nc2C1
#36 CN(C)CCCNC(=O)c1cc2sc3ccccc3c2s1
#37 Cc1ccccc1NS(=O)(=O)c1ccc(NC(=O)N2CCCCC2)cc1
#38 CCOC(=O)N1CCN(C(=O)c2ccc(Cn3c(=S)[nH]c4cc5c(cc4c3=O)OCO5)cc2)CC1
#39 NC(=O)c1ccc(N2CCCCC2)c(N2C(=O)C3C4C=CC(C4)C3C2=O)c1 (stereo unspecified)
#40 O=C(C[C@@H]1C/C=C\C[C@@H](Cc2ccc(F)cc2)C(=O)OC[C@@H]2CCCN2C1=O)N[C@H](CO)Cc1ccccc1
Assay by compound	33	34	35	36	37	38	39	40
NALP3 yeast inh	-4.7	9.4	31.3	-16.6	-6.2	21.3	3.2	16.8
MPTP inh	-0.2	-0.8	.	-0.8	0.5	3.2	-2.6	-0.3
GRIN3A LBD mod	0.2	-1.3	.	-2.4	-1.1	-2.3	-0.1	5.2
MIN6 prolif	0.7	-0.7	-4.9	-4.9	-1.8	-2.3	-0.3	-3.4
tim23-1 inh	6.3	13.6	27.8	14.4	6.7	1.4	-1.0	5.2
APJ ag	-2.0	-2.2	-2.9	-0.1	5.7	23.4*	-3.8	-1.1
APJ antag	-1.9	19.0	9.8	6.8	-26.3	-16.3	-8.8	-1.3
TIM10 inh	4.9	4.2	4.1	-2.0	4.2	11.2	2.0	5.4
tim10-1 inh	-8.0	9.7	17.8	19.1	11.9	18.8	3.9	2.3

#41 CC1CCN(CCCNC(=O)c2cc3sccc3n2C)CC1
#42 CS(=O)(=O)N(CC(=O)N1CCCCCC1)c1ccccc1
#43 Cc1cccc(NCc2ccccc2O)c1
#44 CN1CCN(CCCNCc2cn(CCC#N)c3ccccc23)CC1
#45 COc1cc2c(cc1OC)CN(Cc1nc3ccsc3c(=O)[nH]1)CC2
#46 CC[C@]12c3[nH]c4cc(CCC(=O)N(C)C)ccc4c3CCN1C(=O)[C@@H](CC(=O)NC(C)(C)C)C[C@@H]2C(=O)N1CCN(C(=O)c2ccco2)CC1
#47 O=C(Nc1nc2ccccc2[nH]1)c1cccc(Br)c1
#48 CC(=O)Nc1c(C(=O)O)oc2ccc(Cl)cc12
Assay by compound	41	42	43	44	45	46	47	48
NALP3 yeast inh	2.7	13.7	-14.9	16.6	4.1	.	10.7	4.7
MPTP inh	2.0	-1.0	1.5	0.6	3.1	0.0	-0.3	0.2
GRIN3A LBD mod	5.3	0.8	-0.7	0.1	-5.6	-2.6	6.2	1.9
MIN6 prolif	-2.4	-1.1	-0.6	1.6	0.8	.	-5.9	-1.6
tim23-1 inh	-2.7	5.2	5.4	-142.4	1.8	18.3	3.7	12.4
APJ ag	-5.3	2.7	-2.7	-4.0	-1.1	.	-0.6	-0.2
APJ antag	16.7	-29.7	16.1	17.1	20.0	.	-0.4	-5.8
TIM10 inh	-3.3	4.1	9.5	-186.0	-7.9	0.2	11.2	-10.8
tim10-1 inh	-5.6	12.0	8.8	-170.2	9.4	2.2	-14.6	0.8

Reformatted with values under each structure: entries from further up.
Value order – NALP3 yeast inh	MPTP inh	GRIN3A LBD mod	MIN6 prolif	tim23-1 inh	APJ ag	APJ antag	TIM10 inh	tim10-1 inh
8	O=C(Nc1cc(C(F)(F)F)ccc1N1CCOCC1)c1cn2ccccc2n1
→ 3.1	2.6	1.1	3.6	14.7	-1.2	2.9	3.9	4.1
9	COCC(=O)n1nc(NCc2ccc(OC)cc2)nc1NCc1ccc(OC)cc1
→ 16.6	-1.2	0.0	0.0	-11.8	4.9	13.6	-29.7	2.2
10	Cc1cc(C)cc(NC(=O)c2cc(=O)c3ccccc3o2)c1
→ 38.0	-0.9	0.7	-1.9	-5.7	-2.3	16.5	7.2	9.0
11	Cc1ccc(Cn2c(C(=O)O)cc3sccc32)cc1
→ 27.6	1.3	-8.0	-0.5	14.7	5.1	13.8	-2.8	25.7

More entries
#49 O=C(c1ccc(N2CCOCC2)c([N+](=O)[O-])c1)N1CCCCC1
#50 COc1ccc(C(C(C(=O)c2cccs2)N2CCOCC2)N2CCOCC2)cc1OC (stereo unspecified)
#51 COc1ccc2c(=O)cc(C(F)(F)C(F)(F)F)oc2c1
#52 CCNS(=O)(=O)c1ccc(CCC(=O)O)cc1
Assay by compound	49	50	51	52
NALP3 yeast inh	1.4	12.6	4.4	10.0
MPTP inh	0.2	1.3	-1.5	0.1
GRIN3A LBD mod	-0.7	-2.2	1.5	-0.9
MIN6 prolif	-1.2	3.2	-1.9	1.1
tim23-1 inh	-9.0	13.9	3.3	-1.3
APJ ag	-0.9	0.6	-0.8	-0.7
APJ antag	21.0	-1.7	0.2	10.9
TIM10 inh	-2.4	14.0	-3.0	-3.2
tim10-1 inh	-10.8	25.9	-15.6	-9.9
